Bioassay records as filed in PubChem BioAssay.
NPY Y1 blocker: NPY-Y1 (human) receptor antagonism; P25929; HEK293-CNG Y1 cells, membrane potential fluorescence; NPY at EC95, then isoproterenol; inhibition, % at 3.6 µM; 200,000 tested, 1% active; AID 1040;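 active = inhibition above the campaign mean inhibition of all tested compounds plus 3 SD, cut at about 20% in these data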;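 also: 0% = DMSO wells given NPY plus isoproterenol and 100% = isoproterenol alone without NPY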
Target sequence (P25929 whole entry, looked up): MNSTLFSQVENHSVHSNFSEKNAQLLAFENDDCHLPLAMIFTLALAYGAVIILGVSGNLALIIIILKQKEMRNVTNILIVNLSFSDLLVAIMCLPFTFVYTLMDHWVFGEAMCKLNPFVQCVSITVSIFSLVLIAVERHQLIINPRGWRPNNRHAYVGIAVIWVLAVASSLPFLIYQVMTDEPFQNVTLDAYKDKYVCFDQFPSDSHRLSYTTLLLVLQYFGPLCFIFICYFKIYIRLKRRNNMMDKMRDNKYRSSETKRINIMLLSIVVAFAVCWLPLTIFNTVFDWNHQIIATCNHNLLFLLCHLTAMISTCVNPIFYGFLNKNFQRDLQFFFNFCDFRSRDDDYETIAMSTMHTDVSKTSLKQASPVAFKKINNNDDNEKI
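Assay system: HEK293 Y1/CNG channel cell line; Doses: single compound dose of 3.6 µM, 0.4% DMSO; Timing: dye 3 h, compound 60 min room temperature, stimulation 45 min; Technique: Membrane-potential fluorescent dye readout; Measure: % inhibition of NPY effect.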
NPY2 pot ag: potentiates or activates human NPY-Y2 receptor; P49146; cells expressing NPY-Y2, potentiator/agonist read-out; activation, % at 3.6 µM; 220,000 tested, 0.45% active; AID 1359; in the data active = activation above about 27%;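 also: cells stimulated with NPY near EC25 plus isoproterenol at EC100; 0% = vehicle plus submaximal agonist and 100% = vehicle plus saturating agonist; some results beyond the cut were filed as inactive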
Target sequence (P49146 whole entry, looked up): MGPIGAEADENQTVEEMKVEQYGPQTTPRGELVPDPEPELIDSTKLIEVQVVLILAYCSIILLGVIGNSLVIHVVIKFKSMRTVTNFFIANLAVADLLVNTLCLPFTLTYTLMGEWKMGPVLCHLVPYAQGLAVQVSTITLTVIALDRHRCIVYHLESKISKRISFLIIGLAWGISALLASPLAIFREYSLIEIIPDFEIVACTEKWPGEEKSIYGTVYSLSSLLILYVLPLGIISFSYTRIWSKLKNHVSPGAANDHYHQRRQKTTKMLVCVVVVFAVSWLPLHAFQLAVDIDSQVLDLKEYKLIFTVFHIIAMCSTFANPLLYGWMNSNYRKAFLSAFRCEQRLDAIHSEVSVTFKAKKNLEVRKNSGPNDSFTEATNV
S1P4 agonist: agonists of human S1P4 receptor; activation, % at 4.98 µM; S1P4-expressing cell line, agonist reporter assay; 220,000 tested, 0.35% active; O95977; in the data active = activation above about 11%;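 also: 0% = DMSO vehicle and 100% = reference agonist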
S1P4 antagonist: blocks the human S1P4 receptor. AID 1510. S1P4-expressing cells, antagonist mode, reporter read-out. O95977. inhibition, % at 4.98 µM. 220,000 tested, 0.26% active; in the data active = inhibition above about 29%;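 also: 0% = wells stimulated with agonist and 100% = vehicle wells without agonist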
NPY-Y1 PAM-ag: potentiators or agonists of human neuropeptide Y receptor Y1. P25929. NPY-Y1 expressing cells, potentiator/agonist activation. activation, % at 3.6 µM. 220,000 tested, 0.37% active; in the data active = activation above about 33%, passing the limit was not always enough;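 also: cells stimulated with NPY at EC10 then isoproterenol at EC100; 0% = low agonist plus stimulus and 100% = saturating agonist plus stimulus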
Runt-CBFb FRET: Runt domain-CBFb interaction inhibition; Q01196+Q13951; Cerulean-Runt/Venus-CBFb FRET ratio 530/480, 1 h; inhibition, % at 20 µM; 220,000 tested, 0.46% active; AID 1496;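 active = inhibition over about 50% at 20 µM in the single-dose screen, limit read from the data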;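 also: 0% = DMSO wells and 100% = excess unlabeled CBFb competitor control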
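Buffer or medium: Tris pH 7.5 buffer with BSA. Assay system: Cerulean-labeled Runt domain protein. Amount: each fluorescent fusion protein 100 nM. Read-out basis: loss of energy transfer signal. Incubation: 1 h compound exposure, room temperature. Probe or stimulus: Venus-CBFb binding partner, 100 nM. Detection: FRET, excitation 422 nm, emission at 530 and 480 nm.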
RBBP9 inhibitor: blocks human serine hydrolase RBBP9 | recombinant RBBP9, FP-Rh probe fluorescence polarization | 220,000 tested, 0.2% active | inhibition, % at 7.94 µM;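 active = inhibition above the campaign mean of all tested compounds plus 3 SD, cut at about 14% in these data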;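 also: plate controls were DMSO wells with RBBP9 for no effect and wells lacking RBBP9 protein for full effect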
Target sequence (O75884 whole entry, looked up): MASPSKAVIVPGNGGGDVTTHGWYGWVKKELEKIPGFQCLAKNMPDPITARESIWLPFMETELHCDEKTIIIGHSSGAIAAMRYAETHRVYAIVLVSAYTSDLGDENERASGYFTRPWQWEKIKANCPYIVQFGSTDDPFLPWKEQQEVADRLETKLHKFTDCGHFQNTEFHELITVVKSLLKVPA
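system = RBBP9 protein | input = RBBP9 at 2.5 µM in dispensed solution, before mixing | measured by = fluorescence polarization (mP), excitation 525 nm, emission 598 nm | incubation = enzyme-compound preincubation 30 min, then probe labeling 45 min, 25 °C | buffer or medium = Tris-NaCl-Pluronic buffer, pH 8.0 | compound = single dose 7.94 µM | also added = FP-Rh probe, 375 nM dispensing solution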
Ba/F3 V617F tox: reduce viability of Ba/F3 cells dependent on JAK2V617F; 220,000 tested, 1.1% active; Ba/F3 EpoR-JAK2V617F viability, ATP luminescence; AID 1446; inhibition, % at 5.6 µM;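 active = inhibition above the campaign mean plus 3 SD over all tested compounds, cut at about 24% in these data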;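 also: cytokine-independent growth of Ba/F3 cells driven by EpoR plus mutant JAK2; 0% = DMSO-treated cells and 100% = JAK inhibitor I control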
BaF3 tox: parental Ba/F3 viability inhibition as JAK2V617F counter-screen. CellTiter-Glo ATP luminescence. inhibition, % at 5.6 µM. 220,000 tested, 1.1% active. AID 1486;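 active = inhibition above a per-campaign cutoff, the mean inhibition of all tested compounds plus 3 SD, cut at about 27% in these data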;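 also: 0% = DMSO wells and 100% = JAK Inhibitor I control wells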
* = called active by the depositor; · = no result given.

SMILES	NPY Y1 blocker	NPY2 pot ag	S1P4 agonist	S1P4 antagonist	NPY-Y1 PAM-ag	Runt-CBFb FRET	RBBP9 inhibitor	Ba/F3 V617F tox	BaF3 tox
COC(=O)CSc1[nH]c2ccc(F)cc2c1[N+](=O)[O-]	·	37	-1.2	11	40	-2	1	0	-3
CCN(CC(=O)Nc1cccc(C(C)=O)c1)S(=O)(=O)c1ccc(C)cc1	-5	-30	-1.7	4	-6	-4	-6	-2	5
COc1ccc(NC(=O)C2CC(=O)OC2c2ccccc2)cc1 (centres undefined)	8	3	1.3	-21	7	1	-4	4	6
CC(C)c1ccc(-n2ccnc2SCC(=O)O)cc1	-2	1	-1.0	-5	4	0	-1	1	0
Cc1c(C)c2c(C)[nH]nc2oc1=O	1	-14	1.2	10	31	-3	-7	1	7
Cc1ccc(NS(=O)(=O)c2ccc(CCC(=O)O)cc2)cc1	5	-8	0.9	-14	7	0	-3	-3	2
Cn1cccc1C(C(=O)NC1CCCCC1)N(C(=O)Cc1cccs1)C1CC1 (centres undefined)	9	-4	0.1	-17	-2	-3	-3	2	0
C/C(=N/NC(=O)c1cccs1)c1ccc(NC(=O)COc2ccc(Cl)cc2)cc1	1	-5	-1.7	-2	16	-1	2	-5	1
COc1ccc(NC(=O)CSc2nnc(CNC(=O)COc3ccc(Cl)cc3)o2)c(OC)c1	1	-4	0.1	20	10	-2	-7	-1	3
CC1CCCC(C)N1C(=O)CSc1nnc(C2CCCCC2)o1 (centres undefined)	6	-2	0.3	-20	5	-1	-7	0	3
COc1ccc(F)cc1C(=O)C1CCCN(C(=O)c2ocnc2C)C1 (centres undefined)	2	9	-1.6	3	11	3	2	-1	4
O=C(CCc1ccccc1)N1CCCN(C(=O)CCc2ccccc2)CC1	0	-17	0.5	-15	-7	-2	-6	-2	1

Part of the list above, with values under each structure.
Order of results: NPY Y1 blocker | NPY2 pot ag | S1P4 agonist | S1P4 antagonist | NPY-Y1 PAM-ag | Runt-CBFb FRET | RBBP9 inhibitor | Ba/F3 V617F tox | BaF3 tox
COc1ccc(NC(=O)C2CC(=O)OC2c2ccccc2)cc1 (centres undefined)
 : 8 | 3 | 1.3 | -21 | 7 | 1 | -4 | 4 | 6
CC(C)c1ccc(-n2ccnc2SCC(=O)O)cc1
 : -2 | 1 | -1.0 | -5 | 4 | 0 | -1 | 1 | 0
Cc1c(C)c2c(C)[nH]nc2oc1=O
 : 1 | -14 | 1.2 | 10 | 31 | -3 | -7 | 1 | 7
Cc1ccc(NS(=O)(=O)c2ccc(CCC(=O)O)cc2)cc1
 : 5 | -8 | 0.9 | -14 | 7 | 0 | -3 | -3 | 2

The list continues.
SMILES	NPY Y1 blocker	NPY2 pot ag	S1P4 agonist	S1P4 antagonist	NPY-Y1 PAM-ag	Runt-CBFb FRET	RBBP9 inhibitor	Ba/F3 V617F tox	BaF3 tox
CN1/C(=C\C(=O)c2ccco2)C(C)(C)c2ccccc21	2	33	2.4	14	8	9	-25	72*	65*
CCc1nc(CN2CCN(c3ccc(C(F)(F)F)cn3)CC2)c(C)[nH]1	·	-6	-0.3	-15	7	3	1	2	1
COCCNC(=O)/C(C#N)=C/c1cccs1	·	-13	-0.8	-5	14	2	-4	-2	-1
O=C1CCn2nc(-c3ccc(Cl)cc3)cc2N1	2	12	0.1	-1	0	0	-5	-6	4
O=C(O)C1CCC(=O)N1C1c2ccccc2Oc2ccccc21 (centres undefined)	3	2	1.2	-5	1	1	-5	-3	-1
O=C(NCCCN1CCc2ccccc2C1)C1CCN(S(=O)(=O)N2CCCC2)CC1	-5	-4	2.5	-17	3	0	0	-3	2
Fc1ccccc1Cn1cc(C(=S)N2CCOCC2)c2ccccc21	·	-18	0.4	6	1	-1	-1	-2	1
CN1CCN(C(=O)/C=C/c2ccc([N+](=O)[O-])cc2)CC1	5	-1	0.5	-23	-6	-2	1	-2	-1
CC1(C(=O)N(Cc2ccccc2)Cc2ccccc2)CC1(Br)Br (centres undefined)	6	-17	-0.7	-5	-27	0	-17	4	3
CC(C)Cn1c(N)c(C(=O)COC(=O)c2ccccc2F)c(=O)n(C)c1=O	0	1	2.7	8	4	-2	4	1	8
Brc1ccc2nc(-c3ccncc3)c(NC3CCCC3)n2c1	0	12	1.2	-13	20	3	3	-4	3
Cc1ccc(-c2nnn(CC(=O)N(CCN3CCOCC3)C(C(=O)NC(C)(C)C)c3ccc(C)o3)n2)cc1 (centres undefined)	·	-28	1.2	-10	-26	-2	-1	-2	0
Cc1ccccc1OCC(O)Cn1c(NCCN(C)C)nc2c1c(=O)n(C)c(=O)n2C (centres undefined)	6	11	2.9	-12	9	1	-5	0	4
COc1ccc([N+](=O)[O-])c2c(=O)ccoc12	3	14	0.6	-14	12	-2	-12	-3	2
O=C(Nc1ncn[nH]1)c1c(Cl)ccc(Cl)c1Cl	1	4	1.4	-1	-2	1	0	-2	-3
COc1ccc(/C=C/C(=O)NCc2ccccn2)cc1OC	4	16	1.9	-32	5	2	8	-5	1
CCOC(=O)COc1ccc(S(=O)(=O)Nc2cccc(SC)c2)cc1	-1	1	-2.1	-5	3	0	-13	0	2
COc1ccc(-c2cc3n(n2)CCc2nc4ccccc4n2-3)cc1	4	-4	-1.9	0	-9	0	-10	5	7
CCOC(=O)CC1C(=O)NCCN1C(=O)c1sc2ccccc2c1Cl (centres undefined)	-2	-13	2.6	-1	14	0	2	1	10
O=C(CN1C(=O)C(=O)c2ccccc21)NC1CCCCC1	-2	5	-2.5	3	-7	-1	1	-1	5
Cc1ccc(N2C(=O)c3ccccc3C2C(=O)c2ccc(O)cc2O)cc1 (centres undefined)	1	7	2.2	-3	16	46	6	2	6
CCCN1C2CCCC1CC(NC(=S)Nc1ccc(OC)cc1)C2 (centres undefined)	-5	14	-0.5	17	3	24	-9	0	0
O=C(Nc1ccccc1C(=O)N1CCNCC1)c1ccco1	3	-12	-1.8	-13	-26	-1	-5	-3	3
COCCNC(=O)c1ccc(C(=O)NCCOC)s1	10	4	0.0	8	-7	-2	-7	-3	3
CC(Sc1nnc(N)s1)C(=O)Nc1ccc(N2CCOCC2)cc1 (centres undefined)	-4	-7	-1.6	-12	2	1	-6	-5	2
CCC(N=c1cc(-c2ccc(OC)c(OC)c2)oc2ccc(C)cc12)C(=O)O (centres undefined)	3	-3	-0.2	-10	13	-6	-2	-1	7
CCOc1ccc(C(=O)NCC2OCCc3ccccc32)cc1 (centres undefined)	5	-8	3.6	-23	-17	1	-8	3	1
COCc1ccc(C(=O)N2CCCC(CCC(=O)NCc3ccccc3F)C2)o1 (centres undefined)	3	2	-0.5	-1	-1	-1	1	2	6
Cc1cccc(NC(=O)CSc2nc(NS(=O)(=O)c3ccccc3)cc(=O)[nH]2)c1	1	-4	1.3	-1	0	3	-3	-5	3
COc1ccc(CN(C(=O)CN2C(=O)COc3ccccc32)C2CCCC2)c(OC)c1	5	-2	-1.9	-2	-20	0	0	-3	2
Cc1ccc(NC(=O)CC2SCCNC2=O)cc1[N+](=O)[O-] (centres undefined)	·	-3	0.8	-5	9	1	-1	-4	0
CCOC(=O)c1c(CN2CCOCC2)oc2ccc(OC)cc12	4	13	0.5	-14	3	0	-1	-1	2
N/C(=N\OC(=O)c1ccc(Br)o1)c1cccnc1	3	-20	0.3	-22	8	1	4	0	5
CSc1nnc(-c2ccc(O)cc2)n1C	7	9	-0.4	-1	-2	-1	7	1	2
CCOC(=O)c1csc(NC(=O)c2ccc(C#N)cc2)n1	0	13	0.2	-4	12	-2	-6	2	7
COc1ccc(C(CNc2ccc(S(=O)(=O)N3CCCC3)cc2[N+](=O)[O-])N2CCCC2)cc1 (centres undefined)	3	6	-0.9	-3	-8	-15	-3	3	4
O=C(NCc1n[nH]c(=S)n1-c1ccc(F)cc1)c1ccc(S(=O)(=O)N2CCCC2)cc1	-7	-2	-1.8	2	-2	9	0	-4	-1
COc1ccc(N2C(=O)CSC23C(=O)Nc2ccccc23)cc1OC (centres undefined)	-8	11	-1.8	0	8	-4	0	-2	2
CCOC(=O)C(C)Oc1ccc2c(CC)cc(=O)oc2c1C (centres undefined)	7	-6	1.4	18	-25	0	-2	-3	-2
Clc1ccc(Cn2cc(Br)cn2)cc1Cl	2	5	-0.3	-13	-41	2	-5	-1	4
CC1CCCN(CCOc2ccc3ccccc3c2Br)C1 (centres undefined)	11	-3	-2.1	-12	-23	-4	-7	-1	5
COc1ccc(OC)c(NC(=O)CSc2ncnc3c2cnn3-c2ccccc2Cl)c1	17	14	-0.5	-4	-18	-3	-3	-2	2
COc1cccc(CC(Cc2nc3ccccc3[nH]2)c2nc3ccccc3[nH]2)c1 (centres undefined)	7	-7	-0.1	-11	-1	1	-7	2	8
O=C(O)Cc1c(C(=O)O)nnn1-c1cccc(C(F)(F)F)c1	8	16	-0.3	-12	5	3	0	0	9
Cc1ccccc1OCCNC(=O)/C=C/c1ccc([N+](=O)[O-])cc1	20*	-6	-0.6	-10	-14	3	-7	5	14
Fc1ccc(NC(=S)N2N=CCC2c2ccccc2)cc1 (centres undefined)	4	-11	-3.1	7	-25	0	-1	-1	7
O=C1Cc2cccc3cccc1c23	0	-9	0.3	-6	13	0	-8	-1	4
CCCNC(=O)CS(=O)Cc1nc(-c2ccccc2C)oc1C (centres undefined)	2	3	1.2	-14	-3	2	4	-4	-1
CC(C)NC(=O)COC(=O)c1ccc(S(=O)(=O)N2CCCC2)cc1	3	9	-0.4	-15	12	-1	-15	0	8
CCOC(=O)c1ccc(NC(=O)Nc2cccc(C)n2)cc1	2	-2	-2.8	-4	-14	0	-6	3	5
CCCCN1C(=O)/C(=C2/Sc3ccccc3N2C)S/C1=N\c1ncn[nH]1	5	-11	-1.8	-10	1	-92	-2	1	6
O=C(CN(C(=O)c1ccc(Cl)cc1)N1C(=O)C2CCCCC2C1=O)c1ccc(Cl)cc1 (centres undefined)	-6	-11	-0.5	-2	-26	0	-4	2	9
O=C(Nc1cnccn1)Nc1ccccc1Cl	4	-1	1.0	-27	-7	0	-1	0	4
Cc1ccc(CC(=O)N2CCN(C(=O)c3ccco3)CC2)cc1	9	6	-3.1	14	18	0	-5	-3	0
CC(C1CC1)N(Cc1ccccc1)C(=O)NC(=O)c1ccccc1 (centres undefined)	-2	0	-0.2	-4	0	0	-2	6	12
COc1cc(NC(=O)c2cc3nc(C)cc(C)n3n2)c(OC)cc1Cl	-3	2	-2.2	7	-13	-1	4	-1	2
CCOC(=O)C1C(c2cccc(Cl)c2Cl)NC(=O)NC1(O)C(F)(F)F (centres undefined)	5	-14	0.2	0	-15	2	0	1	7
COCc1c(Br)c(C)[nH]c(=O)c1C#N	1	0	-3.6	-14	-8	0	4	-1	0
O=S(=O)(c1ccc(F)c(Cl)c1)N1CCCC1	5	-8	0.7	-18	-14	-1	-3	3	6
